Compound activity (PubChem)
PriA SSB inh = K. pneumoniae PriA-SSBct interaction inhibition; AlphaScreen SSBct-PriA binding, biotinylated peptide; inhibition, % at 33 µM; 430,000 compounds, 0.6% hits; AID 1272365; in the data active means inhibition mostly above about 37%, no sharp cut-off; inactive means mostly below about 20%;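 further: plate controls were negative control peptide for no effect and reference peptide for full effect; strong numbers were not always called active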
* hit, by the source's call; i = inactive; & = joins results of further samples. The list is partial. The share of hits here may be higher or lower than overall.

SMILES	PriA SSB inh
Cc1ccc(C=NNC(=O)c2cccc(NC(=O)c3ccccc3Cl)c2)o1	9
O=C(Nc1nnc(-c2ccno2)o1)C1CCCN(S(=O)(=O)c2cccs2)C1 (stereo not given)	-5&-3
COCCNC(=O)Nc1nnc(Cc2ccc(F)cc2)o1	-11
CSc1ccc(C=NN2CCN(Cc3ccc(C)cc3C)CC2)cc1	6
Cc1ccc(C(=O)Nc2nnc(CC(=O)NN=Cc3ccncc3)s2)cc1	15
Cc1cc(N(C)C)nc(Nc2ccc(NC(=O)Nc3ccc(Cl)cc3)cc2)n1	15
O=C(NCCCn1ccnc1-c1ccccc1)c1cc(-c2ccco2)on1	-1
Nc1nc2ccccc2n1N=Cc1ccc([N+](=O)[O-])s1	-2
COc1ccc(OCC2c3cc(OC)c(OC)cc3CCN2C(=O)c2ccc(-c3ccccc3)cc2)cc1 (stereo not given)	22
COc1cccc(C(=O)NCC(=O)NN=Cc2cn[nH]c2-c2ccccc2)c1	-5
c1ccc(C(CCNc2ncnc3[nH]ncc23)c2ccccc2)cc1	-19
COc1cc(/C=C2\SC(=N)NC2=O)cc(OC)c1	-5
COC(=O)c1ccc2nc(NC(=O)COc3ccc(Cl)cc3Cl)sc2c1	-6
Cc1ccc(S(=O)(=O)N=C(c2ccccc2)N(C)S(=O)(=O)c2ccc(C)cc2)cc1	3
Cc1nn(-c2ccc(F)cc2)c(Cl)c1C=NNC(=O)c1ccc(O)cc1	-4
O=C1/C(=C/c2cn(-c3ccccc3)nc2-c2ccc(Cl)cc2)SC(=S)N1C1CCS(=O)(=O)C1 (stereo not given)	-1
CC(=O)N1CCCc2ccc(NC(=O)C(=O)Nc3cccc(Cl)c3C)cc21	-13
CCCCCn1c(NS(=O)(=O)c2ccc3ccccc3c2)c(S(=O)(=O)c2ccc(C)cc2)c2nc3ccccc3nc21	62*
O=C(NCCc1ccc(N2CCCC2)cc1)C(=O)NCc1ccc(Cl)cc1	-7
COc1cc(C=NS(=O)(=O)CCc2ccccc2)cc(Br)c1O	-5
CSc1cccc(NC(=O)CC2CCCCN2S(=O)(=O)c2ccc(F)cc2)c1 (stereo not given)	24
COc1ccc(Br)c(C(=O)N2CCC(c3cccs3)CC2)c1	-5
CCOCCCn1c(SCc2nc(-c3ccc(SC)cc3)no2)nc2ccccc2c1=O	-25
CC(C)NC(=O)c1ccc2c(=O)n(Cc3ccccc3)c3nnc(SCC(N)=O)n3c2c1	-16
O=C(CN(c1ccccc1Cl)S(=O)(=O)c1ccccc1)NN=Cc1ccccc1C(=O)O	8
Nc1nonc1-n1nnc(C(=O)NN=Cc2cccs2)c1CSc1ccccc1	8
O=C(Nc1cc(Cl)ccc1Cl)c1cccc(Oc2ccccc2)c1	-4
COc1nn(C)cc1C(=O)Nc1ccc2c(c1)OCO2	6
C=CCn1c(SCC(=O)c2cc(C)n(CCOC)c2C)nc2sc3c(c2c1=O)CCCCC3	-31&-13
O=C(NCCc1ccccc1)NCc1nnnn1-c1ccc(Cl)cc1	-4
COc1ccc(C)cc1N(CC(=O)NN=Cc1ccccc1C(=O)O)S(=O)(=O)c1ccccc1	-1
Cc1ccn(-c2ccc(NCCN)nn2)n1	-7
O=C(c1ccc(F)cc1Cl)N1C2C=CCC1CC2 (stereo not given)	-12
CCN(CC)c1ccc(C=NNC(=O)c2ccco2)cc1	-1
Cc1ccc(-c2ccc(CCC(=O)Nc3ccc(C)c(C)c3)o2)cc1	-4
COC(=O)c1scc(S(=O)(=O)C(C)C)c1NN=C(C#N)C(=O)c1ccc(Cl)cc1	15
O=C(CSC1=Nc2cccnc2Nc2ccccc21)Nc1cccc(Cl)c1	33
Fc1nc(F)c(F)c(Sc2cccc3cccnc23)c1F	33
CC(=O)NC[C@H]1CC(=O)N(c2ccc(F)cc2)C1	8
CC(C)S(=O)(=O)c1ccc(CC(=O)N2Cc3nn(C(C)(C)C)c(-n4cccc4)c3C2)cc1	1
CC(C(=O)NCc1nnc2ccc(-c3cccs3)nn12)n1cccn1 (stereo not given)	-9
CCCS(=O)(=O)N1CCc2ccc(NC(=O)OCC)cc2C1	3
NC(=NOC(=O)c1ccco1)c1ccc(Br)cc1	-13
COc1ccc(-n2c(=O)c3ccc(C(=O)NCCc4ccccc4)cc3n(CC(=O)NC3CCCCC3)c2=O)cc1	-2
COc1cc(OC)cc(-c2nnc(NC(=O)/C=C/c3cccc([N+](=O)[O-])c3)o2)c1	-16
Cc1ccc(Cl)cc1NC(=O)C(=O)NCCCn1ccnc1	17
Cc1ccc(C)c(-c2cc(C(=O)O)[nH]n2)c1	1
COc1ccc(/C=c2\sc3nc(=O)c(Cc4ccc(OC)c(OC)c4)nn3c2=O)cc1	1
COc1ccc(NC(=O)Cn2ncn3nc(-c4ccccc4)cc3c2=O)cc1Cl	-15
Cc1ccccc1Cn1cccc(C(=O)Nc2cccnc2)c1=O	-7
CNC(=S)NN=Cc1cc(Br)c(OCc2ccncc2)c(OC)c1	-12
COc1cccc(NC(=O)CSc2ccc3ccccc3n2)c1	-1
CCn1cc(C=NNC(=O)C2(C)CC2(Cl)Cl)c(C)n1 (stereo not given)	-1
Cc1cc(C)cc(S(=O)(=O)N2CCN(c3ccc4nncn4n3)CC2)c1	1
N#CC(C(=NS(=O)(=O)c1cccs1)c1ccccc1)c1nc2ccccc2[nH]1 (stereo not given)	-6
Cc1cc(C=NNc2ccc([N+](=O)[O-])cn2)c(C)n1-c1ccc(C(=O)O)cc1	22
COC(=O)Nc1ccc(S(=O)(=O)N2CCC(n3ccnn3)C2)cc1 (stereo not given)	-3
CSc1ccccc1CN1CCC(CNS(=O)(=O)c2c(C)nn(C)c2C)CC1	4
Cc1nc(-n2cccc2)sc1C(=O)N1CCC(S(=O)(=O)CC(C)C)CC1	-12
COc1ccc(OC)c(/C=C(\NC(=O)c2ccccc2)C(=O)NN=Cc2ccc(C)s2)c1	-3
Carrying on:
SMILES	PriA SSB inh
O=C(NC1CCS(=O)(=O)C1)c1ccc(COc2ccccc2)o1 (stereo not given)	-17
Cc1[nH]c(=O)n(C)c(=O)c1CCC(=O)NCc1ccc(F)cc1	-9
CC(=S)Nc1ccc(C(F)(F)F)cc1	-12
Cc1nc(C)n(C(C)CC(=O)Nc2ccccn2)n1 (stereo not given)	-6
Cc1ccc(C)c2sc(N(CCCn3ccnc3)C(=O)Cc3ccc(F)cc3)nc12	33*
O=C(NCCN1CCN(c2ccccc2)CC1)C(=O)Nc1ccon1	-9
COc1ccc2nc(-n3nc(C)cc3NC(=O)CN3C(=O)c4ccccc4C3=O)sc2c1	-4
O=S(=O)(NCC1(c2cccs2)CCCC1)c1ccc(F)c(Cl)c1	-28
CCOc1cccc2sc(NC(=O)c3ccc(Br)cc3)nc12	13
O=C(NCCCn1ccnc1-c1ccccc1)c1ccc(Br)o1	-36
Cc1cc(C)cc(C(=O)NCCS(=O)(=O)N2CCN(c3ncccn3)CC2)c1	5
COc1cc(C=NNC(=O)C(=O)NCC2CCCO2)ccc1OCC(=O)N1CCOCC1 (stereo not given)	-7

Some values from above:
Cc1cc(C)cc(C(=O)NCCS(=O)(=O)N2CCN(c3ncccn3)CC2)c1 in PriA SSB inh shows 5
COc1ccc2nc(-n3nc(C)cc3NC(=O)CN3C(=O)c4ccccc4C3=O)sc2c1 in PriA SSB inh shows -4

The list goes on:
SMILES	PriA SSB inh
COCCN(Cc1ccoc1)C(=O)C1COc2ccccc2O1 (stereo not given)	11
COC(=O)CSCC(=O)Nc1nnc(-c2ccc(Br)cc2)s1	-37&-2
CN(C)C=Nc1sc2c(c1C#N)CCC2	-23
O=c1c(-c2nc(C3CC3)no2)cccn1Cc1c(F)cccc1Cl	8
CC(=NNC(=O)c1ccccc1)c1c(O)n(C2CCCCC2)c(=O)[nH]c1=O	-3
COc1ccc(C(=O)/C=C/c2ccc(Br)o2)c(OC)c1	17
O=C(CCCSc1ccc(NC(=O)c2ccco2)nn1)NCC1CCCO1 (stereo not given)	-10
O=C(NC1CCCCCC1)C1CCCN(S(=O)(=O)c2cccc3nonc23)C1 (stereo not given)	-2
CCSc1ncnc2c1cnn2-c1ccc(F)cc1	-4
O=C(NCCN1CCn2cc(OCc3ccccc3)c(=O)cc2C1=O)c1ccco1	-12
O=C(Cn1cnc2ccccc2c1=O)N1CC(S(=O)(=O)c2ccc(F)cc2)C1	0
O=C(NCc1nc2ccccc2[nH]1)c1cnn2c1OCCC2	-4
NC(=NOC(=O)c1cnn(-c2ccccc2)c1C(F)(F)F)c1ccc(C(F)(F)F)cc1	-14
COCCN1CCCc2ccc(NS(=O)(=O)c3ccc(OC)cc3)cc21	26
CCOC(=O)N1CCc2c(sc(NC(=O)c3cc(C)no3)c2C#N)C1	-8
Cc1ccc(N2C(=O)CC(Nc3ccc(F)cc3)C2=O)c(Br)c1 (stereo not given)	3
CCOc1ccc(-n2c(Cc3cccn3C)nnc2SCC(=O)NO)cc1	8
CCc1nnc(C2CCN(S(=O)(=O)c3ccccc3)CC2)s1	7
CC(NC(=O)C(=O)NCC1(c2ccc(F)cc2)CC1)c1ccccc1 (stereo not given)	-26
COc1ccc(C(=O)Nc2c(N)nc(SCc3ccccc3)[nH]c2=O)cc1OC	-7
CC(CCC1CC(C)OC1=O)=NNc1nc(-c2ccccc2)cs1 (stereo not given)	17
Cc1ccc(CNC(=O)C(=O)NCC(=O)N2CCOC(c3ccccc3)C2)cc1 (stereo not given)	-4
CC(=O)N1CCCc2ccc(NC(=O)C(=O)NCc3ccccc3)cc21	-14
CC1CCN(C(=O)CSc2ccc(NC(=O)c3ccccc3)nn2)CC1	-5
O=C(NCCc1c[nH]c2ccccc12)C(=O)Nc1cccc(N2CCCCC2=O)c1	-3
O=C(Nc1ccccc1C(F)(F)F)c1ccncc1	-8
C=CCNc1nc(Nc2ccc(Cl)cc2)c2cnn(C)c2n1	2
O=C(C1c2ccccc2Oc2ccccc21)N1CCCC(c2nnc(C(F)(F)F)o2)C1 (stereo not given)	-6
COc1cc(COCC2CCN(C(=O)Nc3c(F)cccc3F)CC2)cc(OC)c1	6
COc1ccccc1NC(=O)N1CCC(Oc2ccc(C)nn2)CC1	-17
O=C(N/N=C\c1cccnc1)C1COc2ccccc2O1 (stereo not given)	-8
COc1ccc(C=NNc2nnc(Cc3ccccc3)c(=O)[nH]2)cc1OC	-11
Cn1cc(CC(=O)Nc2nc3c(s2)C(=O)NCCC3)c2ccccc21	0
CCCC(=O)C1=C(c2cccc(OC)c2)N(C(=O)CCC)n2cnnc2S1	7
COC(=O)N1CCC(CNS(=O)(=O)c2ccc(C)c(Cl)c2)CC1	-30
Cc1ccc(C=NNc2cn[nH]c(=O)n2)o1	5
Cc1n[nH]c(=S)[nH]c1=O	-5
COc1ccccc1/C=C1\SC(=S)N(CCC(=O)NCCc2c[nH]c3ccccc23)C1=O	7
O=C1CSC(=N/N=C/c2cccs2)N1Cc1ccc(F)cc1	i
COC(=O)c1ccc(NC(=O)C(=O)NCCc2csc(-c3cccc(F)c3)n2)cc1	-8
COC(=O)C1=C(N)C[C@H](C)S1	-11
COc1ccc(CCNC(=O)NCC2(O)CCCC2)cc1	-3
Cc1cc(C)c(COc2ccc(C=Nn3c(C)n[nH]c3=S)cc2)c(C)c1	3
Cc1nc2ccccn2c1C(O)=C1C(=O)C(=O)N(CCCn2ccnc2)C1c1ccncc1 (stereo not given)	-1
O=S(=O)(Cc1ccc(Cl)cc1)NCC(c1ccsc1)N1CCCC1 (stereo not given)	-4
Cc1cccc(OCC(=O)NC2CC(=O)N(c3cccc(F)c3)C2)c1 (stereo not given)	3
CN1CCN(Cc2c(NC(=O)c3ccccc3F)sc3c2CCC3)CC1	4
COc1ccc(OC)c(-c2ccc(N3CCN(C(=O)c4ccccc4Cl)CC3)nn2)c1	-7
O=C(Cn1cnc2c(sc3cccc(F)c32)c1=O)NCCc1ccc(Cl)cc1	-15
Cc1ccc(-n2c(=O)[nH]cc(C(=O)Nc3ccc(C)c(F)c3)c2=O)cc1C	-4&-4
CC1CCN(CC(=O)Nc2ccccc2-c2nc3ccccc3[nH]c2=O)CC1	-14
CCc1ccc(-c2ccc(SCC(=O)Nc3ccc(F)cc3F)nn2)cc1	-20
Cc1cccc(NC(=O)CSc2ccc(-c3cccnc3)nn2)c1C	0
COc1cccc(NC(=O)CSc2ncc(S(=O)(=O)c3cccc(C(F)(F)F)c3)c(=O)[nH]2)c1	4
O=C(Nc1nc(-c2csc(NC(=O)C3=COCCO3)n2)cs1)C1=COCCO1	-7
CCOc1ccc(C=Nn2c(C)nnc2C)cc1OC	-13
CCOC(=O)c1sc(NC(=O)C2CCCCN2S(C)(=O)=O)nc1C (stereo not given)	-7
O=C(O)C12CC3CC(CC(Br)(C3)C1)C2	10

Entries listed so far containing a thiophene ring, fused or not, in the order listed:
SMILES	PriA SSB inh
O=C(Nc1nnc(-c2ccno2)o1)C1CCCN(S(=O)(=O)c2cccs2)C1 (stereo not given)	-5&-3
Nc1nc2ccccc2n1N=Cc1ccc([N+](=O)[O-])s1	-2
COc1ccc(Br)c(C(=O)N2CCC(c3cccs3)CC2)c1	-5
Nc1nonc1-n1nnc(C(=O)NN=Cc2cccs2)c1CSc1ccccc1	8
C=CCn1c(SCC(=O)c2cc(C)n(CCOC)c2C)nc2sc3c(c2c1=O)CCCCC3	-31&-13
COC(=O)c1scc(S(=O)(=O)C(C)C)c1NN=C(C#N)C(=O)c1ccc(Cl)cc1	15
CC(C(=O)NCc1nnc2ccc(-c3cccs3)nn12)n1cccn1 (stereo not given)	-9
N#CC(C(=NS(=O)(=O)c1cccs1)c1ccccc1)c1nc2ccccc2[nH]1 (stereo not given)	-6
COc1ccc(OC)c(/C=C(\NC(=O)c2ccccc2)C(=O)NN=Cc2ccc(C)s2)c1	-3
O=S(=O)(NCC1(c2cccs2)CCCC1)c1ccc(F)c(Cl)c1	-28
CN(C)C=Nc1sc2c(c1C#N)CCC2	-23
CCOC(=O)N1CCc2c(sc(NC(=O)c3cc(C)no3)c2C#N)C1	-8
O=C1CSC(=N/N=C/c2cccs2)N1Cc1ccc(F)cc1	i
O=S(=O)(Cc1ccc(Cl)cc1)NCC(c1ccsc1)N1CCCC1 (stereo not given)	-4
CN1CCN(Cc2c(NC(=O)c3ccccc3F)sc3c2CCC3)CC1	4
O=C(Cn1cnc2c(sc3cccc(F)c32)c1=O)NCCc1ccc(Cl)cc1	-15
